PolyA inhibitor – inhibitors of polyadenylation in S. cerevisiae. AID 1875. S. cerevisiae SKY197-pL101 polyadenylation reporter, beta-gal luminescence; efflux-impaired pdr1/pdr3 knockout yeast; score 100 = 6 SD above DMSO. actives 0.02% (n = 300,000). calls only at 12 µM;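 active means lowest replicate activity score at least 50, where 100 means six control SD above control mean; inconclusive means lowest score under 50 but half or more replicates reach 50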;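 further: yeast exposed to compound for 9 h at 30 °C; higher score means more reporter readthrough which indicates perturbed polyadenylation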
KCNK3 block – human KCNK3 channel inhibition, primary screen; O14649; CHO-KCNK3 thallium flux, FluxOR fluorescence; active compounds read low; B-score at 10 µM; actives 0.84% (n = 340,000);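 active means B-score under library mean minus 4 SD, starting fluorescence ratio at most library mean plus 5 SD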;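 further: more negative B-score means stronger inhibition of thallium flux through KCNK3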
Dyrk1A ADPGlo – inhibitors of rat Dyrk1A kinase; Q63470; inhibition, % at 12.5 µM; ADP-Glo luminescence, NFATc1 peptide; actives 0.43% (n = 310,000); in the data active means inhibition above about 50%;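 further: plate controls were vehicle with enzyme for no effect and no enzyme for full effect; many of its hits are not listed in these tables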
KCNQ1 act – potentiates or activates the human KCNQ1 potassium channel | CHO-K1 KCNQ1, thallium flux FluxOR fluorescence; active compounds read high | actives 0.35% (n = 310,000) | AID 2648 | B-score at 10 µM;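 active means fluorescence ratio B-score, a plate-corrected score, at least three library SD, with initial intensity B-score within 5 SD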
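Assay system: stable KCNQ1 CHO-K1 line; medium: assay buffer, equal DMSO in all wells; timing: 90 min dye loading and 20 min compound exposure, both at room temperature; technique: kinetic FluxOR thallium fluorescence, 10-s 1-Hz baseline, 110-s post-stimulus read; read-out basis: B score of baseline-normalized fluorescence ratio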
hERG protect – hERG (human) protection from proarrhythmic block; Q12809; activation (rescue from dofetilide block), less the hit threshold, % at 10 µM; actives 0.51% (n = 310,000); CHO-hERG, FluxOR thallium flux, dofetilide IC70 present;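 active means activation above the mean of controls blocked by dofetilide plus 5 SD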;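 further: thallium influx through hERG after potassium depolarization seen as dye fluorescence rise; in these data hits start at about 4.7%; inactives centre near -7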
Target sequence (Q12809 whole entry, looked up): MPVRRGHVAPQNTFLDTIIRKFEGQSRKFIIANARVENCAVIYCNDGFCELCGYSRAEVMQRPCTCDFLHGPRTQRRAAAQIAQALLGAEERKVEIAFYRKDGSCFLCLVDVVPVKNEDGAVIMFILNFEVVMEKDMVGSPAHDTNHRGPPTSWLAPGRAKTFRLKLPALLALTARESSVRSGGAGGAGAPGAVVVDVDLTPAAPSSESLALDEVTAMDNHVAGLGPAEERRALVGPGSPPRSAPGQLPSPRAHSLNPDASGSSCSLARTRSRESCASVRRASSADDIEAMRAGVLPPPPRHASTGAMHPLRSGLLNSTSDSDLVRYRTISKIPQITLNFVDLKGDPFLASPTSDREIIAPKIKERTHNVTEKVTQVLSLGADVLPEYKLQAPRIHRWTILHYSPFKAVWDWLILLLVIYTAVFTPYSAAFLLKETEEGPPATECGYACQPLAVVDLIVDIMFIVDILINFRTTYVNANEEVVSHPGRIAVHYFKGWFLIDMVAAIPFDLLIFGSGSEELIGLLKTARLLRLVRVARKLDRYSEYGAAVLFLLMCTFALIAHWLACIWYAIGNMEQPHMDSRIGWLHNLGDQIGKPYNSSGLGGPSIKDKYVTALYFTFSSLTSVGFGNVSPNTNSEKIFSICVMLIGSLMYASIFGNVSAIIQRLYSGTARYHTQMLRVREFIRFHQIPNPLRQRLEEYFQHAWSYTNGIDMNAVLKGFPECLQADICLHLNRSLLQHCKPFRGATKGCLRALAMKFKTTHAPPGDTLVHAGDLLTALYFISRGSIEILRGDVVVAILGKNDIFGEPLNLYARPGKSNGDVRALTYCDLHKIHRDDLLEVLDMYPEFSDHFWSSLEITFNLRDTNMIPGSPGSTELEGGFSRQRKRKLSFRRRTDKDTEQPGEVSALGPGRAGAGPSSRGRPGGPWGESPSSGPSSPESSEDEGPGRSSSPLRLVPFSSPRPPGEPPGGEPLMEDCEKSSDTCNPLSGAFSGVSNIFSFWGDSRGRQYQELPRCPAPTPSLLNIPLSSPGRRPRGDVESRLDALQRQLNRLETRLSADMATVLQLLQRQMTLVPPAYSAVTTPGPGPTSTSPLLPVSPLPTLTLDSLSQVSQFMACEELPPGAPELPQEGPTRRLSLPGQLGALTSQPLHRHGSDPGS
Platelet DG rel – platelet dense granule release activity | actives 0.22% (n = 300,000) | inhibition, %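 (compounds screened at 7.5 µM in platelet-rich plasma)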 | human platelet-rich plasma, SFLLRN dense granule ATP release, luminescence;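 active means mean replicate score, as percent of positive control, at or above 50; inconclusive means mean below 50 but at least one replicate at or above 50; inactive means mean and every replicate below 50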
TRPC4 agonist – activators of mouse TRPC4 channel; HEK293 TRPC4beta/mu-opioid, Fluo4 calcium fluorescence; active compounds read high; actives 0.49% (n = 310,000); Q9QUQ5; AID 2237; B-score at 10 µM;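 active means B-score above 5 SD of library B-scores, and initial fluorescence ratio not above library mean plus 5 SD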;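 further: positive B-score marks a calcium rise read as TRPC4 activation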
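System – HEK293 cells stably co-expressing mouse TRPC4beta and mu-opioid receptor · Signal – Fluo4 calcium-sensitive dye fluorescence, kinetic, 1 Hz baseline · Benchmarks – buffer (low) and maximal DAMGO (high) · Read-out – B score of integrated fluorescence ratio per well · Incubation – dye loading 45 min room temperature, 110 s kinetic read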
KCNQ1 inh – human KCNQ1 channel inhibition; B-score at 10 µM; AID 2642; P51787; actives 1.3% (n = 310,000); CHO-K1 KCNQ1, FluxOR thallium flux fluorescence; active compounds read high;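 active means compounds whose thallium flux B-score, printed positive for inhibition, exceeds three library SD while starting fluorescence stays within three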;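 further: channel opened by potassium depolarization with thallium stimulus after 20 min compound exposure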
TRPC4 potent – allosterically enhances the mouse TRPC4 cation channel; HEK293 TRPC4beta/mu-opioid, DAMGO EC20, Fluo-4 Ca2+ flux; active compounds read high; Q9QUQ5; B-score at 10 µM; actives 0.42% (n = 310,000); AID 2227;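 active means B-score of calcium response area above 5 SD of library B-scores, with initial fluorescence ratio within 5 SD of library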;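 further: B-score of integrated fluorescence ratio over time as area under calcium response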
KCNK9 block – inhibitors of human KCNK9 two-pore domain potassium channel; HEK293 KCNK9, FluxOR thallium flux fluorescence; active compounds read low; B-score at 10 µM; actives 1.2% (n = 310,000); AID 488922;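 active means ratio B-score over 3 SD below the library mean, with starting fluorescence within 5 SD of its mean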;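 further: negative B-score means less thallium flux so channel inhibition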
TRPC4 block – blocks the mouse TRPC4 cation channel. actives 0.39% (n = 300,000). B-score at 10 µM. Q9QUQ5. HEK293 TRPC4beta/mu-opioid, DAMGO-evoked Fluo4 calcium flux; active compounds read low. AID 2247;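 active means B-score over 3 SD under the library average, no early fluorescence shift, positive overall ratio signal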
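test system = HEK293 cells with stable TRPC4beta plus mu-opioid receptor expression | detection = Fluo4 Ca2+ flux fluorescence | read-out = integrated fluorescence ratio relative to baseline, converted to per-well B score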
The depositor's hits bear a star; i = inactive; ? = inconclusive; . = not tested or not shown. Some of the compounds tested, so the mix of outcomes need not match the whole.

A first look, two compounds:
SMILES	PolyA inhibitor	KCNK3 block	Dyrk1A ADPGlo	KCNQ1 act	hERG protect	Platelet DG rel	TRPC4 agonist	KCNQ1 inh	TRPC4 potent	KCNK9 block	TRPC4 block
O=C(O)C(=O)/C(=C\c1ccc([N+](=O)[O-])cc1)c1ccc2ccccc2n1	i	i	0	i	-12	13	i	i	i	i	i
CCOC(=O)Cc1csc(NC(=O)c2ccoc2C)n1	.	i	8	i	-8	-10	i	i	i	i	i

Main list (from the top)
SMILES	PolyA inhibitor	KCNK3 block	Dyrk1A ADPGlo	KCNQ1 act	hERG protect	Platelet DG rel	TRPC4 agonist	KCNQ1 inh	TRPC4 potent	KCNK9 block	TRPC4 block
O=C(O)C(=O)/C(=C\c1ccc([N+](=O)[O-])cc1)c1ccc2ccccc2n1	i	i	0	i	-12	13	i	i	i	i	i
CCOC(=O)Cc1csc(NC(=O)c2ccoc2C)n1	.	i	8	i	-8	-10	i	i	i	i	i
O=C(Nc1cccc(S(=O)(=O)N2CCCCC2)c1)c1cc([N+](=O)[O-])ccc1N1CCOCC1	i	i	-5	i	-6	-23	i	i	i	i	i
CCn1nc(C)cc1C(=O)NC1CCCc2c1cnn2-c1cc(F)cc(F)c1 (centres undefined)	i	i	-7	i	-7	-2	i	i	i	i	i
O=C1NN(c2cccc(Br)c2)C(=O)/C1=C/c1ccc(-c2cc([N+](=O)[O-])ccc2O)o1	i	i	2	i	-10	1	i	i	i	i	i
CC(C)(C)c1ccc(-c2nnc(SCCN3C(=O)c4ccccc4C3=O)o2)cc1	i	i	.	i	-4	-3	i	i	i	i	i
COc1ccc(C2=NCCNC(C(F)(F)F)=C2)cc1	i	i	3	i	-3	8	i	i	i	i	i
Cc1sc(NC(=O)CCCC(=O)O)c(C#N)c1C	i	i	1	i	-10	1	i	i	i	i	i
CCN(CC(=O)Nc1ccc(NC(C)=O)cc1)C(=O)COc1ccc2ccccc2c1	i	i	10	i	-13	6	i	i	i	i	i
N#C/C(=C\c1ccc[nH]1)S(=O)(=O)c1ccccc1	i	i	.	i	-10	-2	i	i	i	i	i
Cc1ccc(C2NC(=S)NC3=C2N2CCC3CC2)cc1 (centres undefined)	i	i	5	i	-2	45	i	i	i	i	i
N#CC1=C(O)C(c2ccccc2)n2c1nc(=O)c1ccccc12 (centres undefined)	i	i	2	i	-4	0	i	i	i	i	i
CC(C)CCOc1ccc(C(=O)NCC(c2ccco2)N(C)C)cc1 (centres undefined)	i	i	-3	i	-12	-7	i	i	i	i	-7*
O=C(Cc1cccc2ccccc12)Nc1nc(-c2cccc([N+](=O)[O-])c2)cs1	i	i	-3	i	-11	-7	i	i	i	i	i
Cc1ccc(OCC(=O)NCCNC(=O)c2ccccn2)cc1	i	i	-1	i	-3	-1	i	i	i	i	i
CC(C)(C)c1ccc(C(=O)NNC(=O)CCC(=O)Nc2ccccc2)cc1	i	i	-3	i	-8	11	i	i	i	i	i
O=C(Nc1nnc(CCc2ccccc2)s1)c1cccs1	i	i	5	i	-5	26	i	i	i	i	i
O=C(N1CCCCCC1)N1CCN(C(=O)N2CCCCC2)CC1	i	i	0	i	-9	-12	i	i	i	i	i
c1ccc2c(c1)CCN(c1ncnc3nc[nH]c13)C2	i	i	-3	i	-8	-12	i	i	i	i	i
Fc1ccc(CCNC(=S)Nc2ccc(F)c(Cl)c2)cc1	i	i	-3	i	-25	-7	i	9*	i	i	i
CCc1nnc(NC(=O)C2CC(=O)N(c3ccc(C)cc3)C2)s1 (centres undefined)	i	i	2	i	-4	-1	i	i	i	i	i
CCOC(=O)c1cc2c(N)c(C(=O)c3ccc(Br)cc3)sc2[nH]c1=O	i	i	8	i	-12	-20	i	i	i	i	i
O=C(Cc1ccc(Cl)cc1)NCCN1CCCC1	i	i	-33	i	-6	0	i	i	i	i	i
Cc1cc(C)cc(NC(=O)Cn2nnc(C(=O)NCc3cccs3)c2N)c1	i	i	.	i	-5	6	i	i	i	i	i
O=C(CSc1nnc(Cc2cccs2)n1Cc1ccco1)Nc1ccc(Cl)cc1Cl	i	i	0	i	-12	-1	i	i	i	i	i
O=C(O)c1ccc2c(=O)n3c(nc2c1)/C(=C/c1ccccc1Br)CC3	i	i	14	i	-7	7	i	i	i	i	i
CCNCc1cc(Cl)cc(OC)c1OC(C)C	i	i	-4	i	-8	-2	i	i	i	i	i
S=C(NCCc1ccc(Cl)cc1)Nc1ccc(Cl)cc1Cl	i	i	0	i	-18	0	i	i	i	i	i
CN(Cc1ccccc1)c1nc2c(c(=O)[nH]c(=O)n2C)n1Cc1ccccc1F	i	i	14	i	-2	7	i	i	i	i	i
O=C(NCc1cccs1)C1CCN(c2nccs2)CC1	i	i	-2	i	-7	-1	i	i	i	i	i
COC(=O)[C@H](CCSC)NS(=O)(=O)c1ccccc1Br	.	i	3	i	-8	2	i	i	i	i	i
O=C(CSCc1ccc(Cl)cc1)NCc1ccc2c(c1)OCO2	i	i	-41	i	-5	3	i	i	i	i	i
Nn1cnnc1SCC(=O)Nc1ccc2c(c1)OCCO2	i	i	2	i	-10	-4	i	i	i	i	i
O=c1c2ccccc2c(C=Nc2ccc(S(=O)(=O)Nc3ncccn3)cc2)c(O)n1-c1cccc(Cl)c1	i	.	.	i	0	1	i	i	i	i	i
CCOC(=O)c1sc(=S)n(CC)c1NC(=O)C1CC1	i	i	0	i	-5	?	i	i	i	i	i
Cc1nn(CC(=O)Nc2ccc3c(c2)nc2n3CCOC2)c(=O)c2ccccc12	i	i	-7	i	-14	1	i	i	i	i	i
CCN1CCN(c2ccc(S(=O)(=O)N3CCOCC3)cc2NC(=O)c2ccc(F)cc2Cl)CC1	i	i	-4	i	-10	.	i	i	i	i	i
Cc1cc(C)cc(NC(=O)CSc2ccc(-c3ccccn3)nn2)c1	.	i	-4	i	-9	-4	i	i	i	i	i
CCCN(CCC)CC(O)COc1ccccc1C(=O)Nc1ccccc1 (centres undefined)	i	i	.	i	-8	-4	i	i	i	i	i
COc1ccc(COc2ncnc3ccc(Br)cc23)cc1F	i	i	-3	i	-4	0	i	i	i	i	i
Cc1ccc(CN=c2c([N+](=O)[O-])nn(-c3ccc(Cl)cc3)n2O)cc1	i	i	-10	i	-12	3	i	i	i	i	i
O=C(COc1ncnc2ccccc12)NCc1ccco1	i	i	-4	i	-4	10	i	i	i	i	i
O=C(Cn1cnc([N+](=O)[O-])c1)Nc1ccc(F)c(Cl)c1	i	i	-1	i	-3	2	i	i	i	i	i
O=C(c1ccc(Cl)cc1)N1CCN(CCOc2ccccc2)CC1	i	i	-2	i	-3	-2	i	i	i	i	i
CCOC(=O)N1CCN(C(=O)/C=C/c2ccc(OC)cc2)CC1	i	i	-1	i	10*	2	i	i	i	i	i

Full records, quoted from the list.
O=C(c1ccc(Cl)cc1)N1CCN(CCOc2ccccc2)CC1 reads PolyA inhibitor: i; KCNK3 block: i; Dyrk1A ADPGlo: -2; KCNQ1 act: i; hERG protect: -3; Platelet DG rel: -2; TRPC4 agonist: i; KCNQ1 inh: i; TRPC4 potent: i; KCNK9 block: i; TRPC4 block: i
O=C(COc1ncnc2ccccc12)NCc1ccco1 reads PolyA inhibitor: i; KCNK3 block: i; Dyrk1A ADPGlo: -4; KCNQ1 act: i; hERG protect: -4; Platelet DG rel: 10; TRPC4 agonist: i; KCNQ1 inh: i; TRPC4 potent: i; KCNK9 block: i; TRPC4 block: i
O=C(CSCc1ccc(Cl)cc1)NCc1ccc2c(c1)OCO2 reads PolyA inhibitor: i; KCNK3 block: i; Dyrk1A ADPGlo: -41; KCNQ1 act: i; hERG protect: -5; Platelet DG rel: 3; TRPC4 agonist: i; KCNQ1 inh: i; TRPC4 potent: i; KCNK9 block: i; TRPC4 block: i

Following part.
SMILES	PolyA inhibitor	KCNK3 block	Dyrk1A ADPGlo	KCNQ1 act	hERG protect	Platelet DG rel	TRPC4 agonist	KCNQ1 inh	TRPC4 potent	KCNK9 block	TRPC4 block
O=C(CN1C(=O)CCSc2ccc(S(=O)(=O)N3CCCC3)cc21)NCc1ccccc1Cl	i	i	4	i	-5	-11	i	i	i	i	i
COc1cccc(-c2nc3ccccc3s2)c1O	i	i	-3	i	-4	7	i	i	i	i	i
COc1cc(/C=C(\NC(=O)c2ccccc2)C(=O)N2CC3CC(C2)c2cccc(=O)n2C3)cc(OC)c1OC (centres undefined)	.	i	10	i	-8	6	i	i	i	i	i
Cc1cc(Cl)c2ccccc2n1	i	i	-9	i	1	2	i	i	i	i	i
CCOc1cccc(/C=N/NC(=S)Nc2cc(S(=O)(=O)N3CCOCC3)ccc2N2CCOCC2)c1O	i	i	0	i	1	1	i	i	i	i	i
CCOc1cc(C2C(C(=O)OC)=CN(C3CCCC3)C=C2C(=O)OC)cc(Br)c1O	i	i	-6	i	-9	3	i	i	i	i	i
Cc1c(/C=C2\NC(=O)NC2=O)c2ccccc2n1C	i	i	4	i	-2	8	i	i	i	i	i
CNc1ccc(S(=O)(=O)NCC(=O)OCC(=O)Nc2cccc(Cl)c2Cl)cc1[N+](=O)[O-]	i	i	3	i	-3	9	i	i	i	i	i
COC(=O)c1ccc(Cn2c(C)cc(C)[n+]2C)o1	i	i	-1	i	0	-4	i	i	i	i	i
O=C(NCc1cccnc1)C(=O)Nc1nccs1	i	.	.	i	-7	-3	i	i	i	i	i
O=C(COC(=O)c1cccc(S(=O)(=O)N2CCc3ccccc32)c1)NC1CCS(=O)(=O)C1 (centres undefined)	i	i	-2	i	-7	3	i	i	i	i	i
CCN(Cc1ccc(OC)c(COC)c1)CC1CCCN(CCc2cccc(OC)c2)C1 (centres undefined)	i	i	.	i	-6	-5	i	i	i	i	i
CC(C)(C)OC(=O)N1CCC(CNC(=O)Nc2ccccc2)CC1	i	i	-4	i	-12	-3	i	i	i	i	i
Cc1ccc(C2=[N+]([O-])C(C)(C)CC2)cc1	i	i	-10	i	-8	6	i	i	i	i	i
CN(c1ccccc1C(=O)N1CCCC1)S(C)(=O)=O	.	i	-2	i	-14	-4	i	i	i	i	i
O=C(O)/C=C/C(=O)Nc1ccc(Oc2ncnc3cc(Cl)ccc23)nc1	i	.	.	i	-7	0	i	i	i	i	i
COc1ccc(C(=S)N2CCCC2)cc1	i	i	4	i	-12	-2	i	i	i	i	i
COc1ccc(/C=N/NC(=O)CSc2ccccc2)cc1OC	i	i	-2	i	-2	12	i	i	i	i	i

Bioassay records deposited in PubChem by several laboratories.
